# Bioassay records as filed in PubChem.
# SMARCA2 activ: SMARCA2 function activation, primary screen; MG213 cells, MMTV-luciferase reporter, dexamethasone, overnight; activation, % at 9.1 µM; hit rate 1% among 370,000; in the data active = activation above about 7.8%;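 note: 0% = vehicle wells and 100% = reference activator wells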
# ssDAF-12 act: activators of S. stercoralis DAF-12 nuclear receptor. HEK293 ssDAF-12/GRIP1 lit1-tk-luc reporter, luminescence; % of 3 µM dafachronic acid response. activation, % at 6.8 µM. AID 652126. hit rate 1% among 370,000;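 active = activation above the mean over all tested compounds plus 3 SD, cut at about 0.9% in these data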;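 note: 0% = DMSO-only wells and 100% = 3 µM delta7-dafachronic acid wells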
# sPLA2-III inh: Inhibits HGIII-sPLA2 liposome hydrolysis, primary screen. QFRET BODIPY PC-A2 liposome hydrolysis, fluorescence. AID 743126. inhibition, % at 12.2 µM. Q9NZ20. hit rate 0.56% among 370,000;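 active = inhibition above mean plus 3 SD of compounds lying within the high and low control bounds, cut at about 19% in these data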;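 note: 0% = median of test compound wells and 100% = no enzyme DMSO wells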
# Target sequence (Q9NZ20 whole entry, looked up): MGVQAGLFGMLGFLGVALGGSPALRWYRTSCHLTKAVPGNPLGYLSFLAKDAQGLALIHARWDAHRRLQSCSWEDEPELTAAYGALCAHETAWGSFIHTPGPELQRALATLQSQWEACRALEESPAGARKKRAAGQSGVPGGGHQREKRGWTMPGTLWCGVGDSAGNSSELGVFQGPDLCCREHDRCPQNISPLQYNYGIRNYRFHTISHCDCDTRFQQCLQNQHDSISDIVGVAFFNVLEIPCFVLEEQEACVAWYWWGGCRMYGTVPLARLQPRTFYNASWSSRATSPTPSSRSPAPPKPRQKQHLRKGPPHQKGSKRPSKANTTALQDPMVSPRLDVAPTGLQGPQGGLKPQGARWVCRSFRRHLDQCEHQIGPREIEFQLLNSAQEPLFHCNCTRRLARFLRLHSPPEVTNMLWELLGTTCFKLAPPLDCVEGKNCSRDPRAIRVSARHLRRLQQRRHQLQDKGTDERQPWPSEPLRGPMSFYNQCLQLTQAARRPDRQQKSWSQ
# GAA850 FXN act: frataxin GAA850 promoter activation; HEK293 lucGAA850 FXN promoter luciferase reporter, 24 h; percent of 10 µM SAHA response; activation, % at 6 µM; hit rate 0.56% among 360,000; AID 540364;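 active = activation above the average of all compounds screened plus 3 SD, cutoff fixed separately per campaign, cut at about 7.5% in these data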;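 note: 0% = DMSO wells and 100% = 10 µM SAHA wells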
# ADAM10 inh: ADAM10 inhibition, QFRET primary screen | recombinant ADAM10, EDANS/DABCYL FRET peptide cleavage, 3 h | hit rate 0.62% among 370,000 | O14672 | inhibition, % at 7 µM | AID 720582;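 active = inhibition above a per-campaign cutoff equal to the mean of compounds falling between control-based bounds plus 3 SD, cut at about 20% in these data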;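 note: 0% = DMSO wells while the 100% control is not disclosed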
# Target sequence (O14672 214-748 limits assumed): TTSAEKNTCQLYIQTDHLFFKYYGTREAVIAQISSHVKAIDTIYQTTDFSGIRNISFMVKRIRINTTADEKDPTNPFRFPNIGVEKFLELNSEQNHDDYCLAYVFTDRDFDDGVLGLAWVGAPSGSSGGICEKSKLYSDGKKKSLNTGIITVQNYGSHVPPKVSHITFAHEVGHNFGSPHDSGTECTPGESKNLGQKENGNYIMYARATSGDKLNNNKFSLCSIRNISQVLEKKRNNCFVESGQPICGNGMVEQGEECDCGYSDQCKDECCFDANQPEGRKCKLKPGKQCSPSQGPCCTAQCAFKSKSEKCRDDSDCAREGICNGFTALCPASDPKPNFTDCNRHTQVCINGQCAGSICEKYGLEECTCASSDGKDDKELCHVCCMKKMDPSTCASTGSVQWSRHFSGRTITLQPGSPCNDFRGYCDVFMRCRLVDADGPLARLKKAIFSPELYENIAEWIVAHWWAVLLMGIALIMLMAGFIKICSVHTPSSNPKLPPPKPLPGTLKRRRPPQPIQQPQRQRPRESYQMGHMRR
# DAX1 inh-1: NR0B1 (DAX1) inhibition; AID 504766; hit rate 0.99% among 340,000; P51843; inhibition, % at 6.75 µM; HEK293 Gal4-DAX1 luciferase reporter, luminescence;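 active = inhibition above the mean over all tested compounds plus 3 SD, cut at about 4.2% in these data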;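 note: 0% = DAX1-transfected cells with DMSO and 100% = empty-vector control cells with DMSO; inhibition shows as a rise in luminescence from relieved DAX1 repression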
# NPR1 activator: GC-A (human) enzyme activation. P16066. HEK293 GC-A cells, cGMP TR-FRET, EC30 ANP; 0% at EC30 ANP, 100% saturating ANP. activation, % at 10 µM. hit rate 0.14% among 370,000. AID 1671463; in the data active = activation above about 40%
# DAX1 inh-2: DAX1 (NR0B1) inhibition, primary screen; HEK293T StAR-luciferase reporter, SF-1/DAX-1 repression relief; inhibition, % at 6.8 µM; hit rate 1.1% among 370,000; AID 652010;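 active = inhibition above the mean over all tested compounds plus 3 SD, cut at about 3.6% in these data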;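 note: 0% = DAX-1 cells with DMSO and 100% = cells lacking DAX-1 with DMSO; higher inhibition means more luminescence from relief of DAX-1 repression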
# GC-B act: GC-B (human) receptor activation; P20594; HEK293-GC-B cells, CNP EC30, cGMP TR-FRET; 0% at EC30 CNP, 100% saturating CNP; activation, % at 10 µM; hit rate 0.11% among 370,000; AID 1920062;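 active = activation at 10 µM reaching about 35% in either raw or pattern-adjusted values, limit read from the data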
# hcDAF12 agonist: activators of H. contortus DAF-12 nuclear receptor; hit rate 1.4% among 370,000; AID 652067; activation, % at 6.8 µM; HEK293 hcDAF-12 lit1-tk-luc reporter, luminescence; 0% DMSO, 100% Δ7-dafachronic acid;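 active = activation above the mean of all tested compounds plus 3 SD, cut at about 5.5% in these data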;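 note: 100% = response to 3 µM Δ7-dafachronic acid high control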
# hgDAF-12 ag: agonists of H. glycines DAF-12 nuclear receptor | AID 687014 | activation, % at 6.8 µM | HEK293 GAL4-hgDAF12 UAS-luciferase reporter, agonist luminescence; normalized to butyrate control | hit rate 1.8% among 370,000;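 active = activation above a cutoff set at the mean of all screened compounds plus 3 SD, cut at about 10% in these data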;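 note: 0% = DMSO wells and 100% = sodium butyrate wells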
# * hit, by the source's call; i = inactive; / = not tested or not shown.
molecule	NPR1 activator	DAX1 inh-1	GAA850 FXN act	DAX1 inh-2	hcDAF12 agonist	ssDAF-12 act	ADAM10 inh	SMARCA2 activ	sPLA2-III inh	hgDAF-12 ag	GC-B act
CN(C)c1ncnc2c1ccn2C1OC(CO)C(O)C1O (centres undefined)	4.2	-1.4	-2.1	-3.3	-2.8	-1.7	-22.8	-3.1	9.3	-7.0	6.7
O=C(CN1CCOc2ccccc21)NCc1ccc(F)cc1	0.2	2.0	-0.7	-0.8	4.0	0.1	-12.9	-1.3	0.8	-1.2	-2.3
COc1ccc(CNc2ccc(C)c(C)c2)c(OC)c1OC	1.8	-0.2	2.6	-0.9	0.3	-1.4	-0.3	0.5	11.5	-1.4	-3.4
C=CCC(C(=O)c1ccccc1)[N+](C)(C)CC=C (centres undefined)	-2.8	-0.2	-0.3	-0.6	3.0	-1.1	-5.9	1.0	-1.7	-1.3	-3.8
COCCCNC(=O)CC1C[C@H](C(=O)N2CCCCC2)[C@@]2(CCc3ccccc3)c3[nH]c4ccccc4c3CCN2C1=O (some centres undefined)	-10.5	0.0	2.4	0.5	-1.1	-0.7	0.5	-0.1	-3.3	0.4	-8.6
CCCc1cc(=O)oc2cc(C)cc(OC(C)C(=O)NCc3ccncc3)c12 (centres undefined)	-7.7	-0.3	1.6	-1.8	-0.6	-1.2	-419.9	1.4	2.6	0.5	-11.1
Cc1ccc(NC(=O)CN(C)C(=O)CCCN2C(=O)c3ccccc3C2=O)cc1	-0.4	0.4	-1.5	-0.2	-2.0	-0.9	-2.2	-1.5	2.8	1.0	14.2
Clc1ccc(/C=N/NC(=Nc2ccccc2)c2ccccn2)c(Cl)c1	-29.1	3.1	3.4	3.2	5.6	-0.1	0.6	4.2	4.3	12.1*	-31.5
O=C(Nc1ccccc1Cl)N1CCSc2ccccc21	-4.4	1.0	0.2	-0.2	2.3	0.1	-13.3	-0.9	5.5	0.9	2.9
CC/C(=N/NC(=O)CCC(=O)Nc1ccccc1OC)c1ccccc1	0.6	3.6	1.0	0.6	0.2	-0.3	1.0	-3.0	-4.0	1.5	5.9
CCC1(c2ccc(C)cc2)NC(=O)N(CC(=O)Nc2cccc(S(=O)(=O)N3CCCC3)c2)C1=O (centres undefined)	-0.5	-0.3	-0.4	1.7	-2.1	-1.0	-0.7	-0.6	-23.2	-2.2	4.6
Cc1cc(C)n(C2CC(=O)N(c3ccccc3)C2=O)n1 (centres undefined)	-0.3	1.1	0.3	0.5	-0.7	-1.1	-3.2	-0.4	-2.6	5.5	1.4
CC(C)CN1CCC(=O)N(CCSc2ccc(Br)cc2)CC1	-0.2	0.6	3.7	0.8	-0.8	-0.8	-1.7	1.9	-4.5	0.2	-1.7
COc1ccc(CCn2c(SCC(=O)Nc3cc(C)on3)nc3ccsc3c2=O)cc1OC	0.3	0.0	-1.6	0.2	-0.2	-1.8	3.9	3.5	7.1	1.5	2.8
CCOc1ccc(C(=O)NCC(=O)N2CCN(C/C=C/c3ccccc3)CC2)cc1OCC	-1.2	-0.6	-0.7	-2.5	-1.0	-1.0	-4.7	-0.6	-5.8	1.2	-3.3
CCOC(=O)N1CCN(c2ncnc3c2cnn3-c2ccc(Cl)cc2)CC1	10.0	/	/	-0.2	-1.1	-0.7	2.7	-3.0	-4.1	-2.5	-6.8
COC(=O)CN(c1nc(C)c(Cl)c(OC)n1)S(=O)(=O)c1ccc(C)cc1	-30.2	-0.6	1.4	-0.7	-1.9	-1.2	6.8	-2.0	-2.4	-2.1	-13.7
CCOC(=O)C1=C(c2ccccc2)N=C2SCC(=O)N2C1c1ccc2c(c1)OCO2 (centres undefined)	10.0	1.7	2.5	0.1	-2.3	-0.6	-7.8	0.6	-7.2	1.0	-9.4
COC(=O)c1[nH]c2cccc(OC)c2c1NC(=O)C(C)N1CCC(C)CC1 (centres undefined)	-2.9	/	/	-0.2	-1.3	-0.5	-102.5	-1.9	-0.4	0.4	-5.5
O=C(NCc1ccco1)C(c1ccncc1)N(CCC1=CCCCC1)C(=O)Cn1nnc2ccccc21 (centres undefined)	-6.4	-0.2	0.9	-0.3	0.3	-0.2	0.8	1.6	-2.8	-1.2	-1.8
COc1cc(C(=O)OCC(=O)c2cc(C)n(CC3CCCO3)c2C)ccc1OCC(=O)N1CCOCC1 (centres undefined)	0.6	0.0	3.5	1.0	-0.1	-1.3	1.2	-0.6	6.8	4.1	-2.2
Cc1cc(Br)ccc1NC(=O)CN(C)C(=O)CN1C(=O)NC2(CCCC2)C1=O	1.0	0.4	-3.5	1.6	0.3	-1.3	0.9	-2.7	-5.0	2.1	-3.4
Cc1ccc(NC(=O)COC(=O)CCc2ccc(S(=O)(=O)N3CCOCC3)cc2)cc1C	0.6	2.2	-0.4	0.7	-1.2	-0.3	-4.3	-4.8	-14.1	-2.1	1.3
O=S1(=O)c2ccc(N3CCC[C@H]3CO)cc2OCCCN1C1CC1	0.8	/	/	0.4	-2.3	-0.6	-3.9	0.0	-7.6	-1.5	-0.4
Clc1ccc(CSCCc2ccncc2)cc1	-0.4	0.0	-0.4	-0.9	-1.9	-1.3	6.2	0.4	-5.3	1.4	-3.2
CC1CC1C(=O)Nc1cc(S(=O)(=O)N2CCOCC2)ccc1N1CCCC1 (centres undefined)	/	1.8	0.6	0.5	-0.5	-2.2	-7.9	-2.4	4.8	-1.8	/
Cc1ccc(SCC(=O)c2ccc[nH]2)cc1	-2.7	1.1	1.9	0.1	-0.1	-1.0	-0.1	4.7	-9.2	10.9*	-1.9
NC(=O)N1CCc2ccccc21	1.6	-0.6	-2.1	1.6	1.1	-0.2	5.1	-1.5	2.7	-0.9	4.2
Cc1nnc(SCC(=O)Nc2ccc(F)cc2)n(N)c1=O	1.8	0.5	0.6	0.1	-0.4	-1.1	0.9	-0.3	2.5	1.1	1.2
CCCCC(=O)Nc1ccc(C(=O)c2ccccc2)cc1	3.9	-0.3	5.4	0.5	-0.6	-0.3	1.6	0.3	-5.2	2.7	-3.0
CCOC(=O)c1ccccc1NC(=O)c1ccccc1N(C)S(C)(=O)=O	-1.6	-0.9	0.0	-0.8	-0.4	-1.4	0.3	-1.0	3.7	1.0	0.6
COc1cc(NC(=O)Cc2cccc3ccccc23)c(C(=O)O)cc1OC	0.4	0.0	-1.6	-0.2	-0.1	-1.7	-0.4	-0.3	-10.6	-0.6	4.0
CCOC(=O)c1[nH]c(C)c(C(=O)NCCc2ccc(OC)cc2)c1C	1.9	-1.3	0.4	-0.1	-0.7	-1.6	11.6	-2.8	5.1	1.9	1.9
O=S(=O)(Nc1cccnc1)c1ccc(C2CCCCC2)cc1	-1.1	-2.3	-0.2	-1.8	-2.1	-1.4	0.6	-4.8	-36.6	-3.7	1.0
C=C(C)C(=O)Nc1cccc(C2=NOC3(C2)C[C@@H](C(N)=O)N(C(=O)[C@H]2CCC(=O)N2)C3)c1 (some centres undefined)	2.2	1.9	-1.1	-0.1	-0.7	-1.3	9.1	1.6	-1.1	-0.1	-2.6
COc1ccc(-c2csc(NC(=O)CSc3n[nH]c(N)n3)n2)cc1	7.3	-0.3	3.1	-0.5	-1.0	-2.0	-0.8	-1.3	-13.1	3.5	0.7
O=c1c2c([nH]c3ccccc13)CCCCC2	-0.6	1.6	-1.2	-0.3	-2.0	-1.3	-17.2	-1.7	7.6	-1.6	18.1
CCNC(=O)N1CCCC(C(=O)c2ccc(OC)c(OC)c2)C1 (centres undefined)	-2.9	-0.3	-0.2	-0.7	-0.8	-1.1	-18.4	5.9	0.9	0.8	0.8
CC1CN(Cc2c(O)ccc3c2oc(=O)c2ccccc23)CC(C)O1 (centres undefined)	2.2	-0.1	3.1	-1.5	-0.2	-1.5	-12.3	-5.8	9.6	-1.3	-3.1
CNC[C@@H]1Oc2cc(Br)ccc2S(=O)(=O)N([C@H](C)CO)C[C@H]1C	1.0	-0.7	-2.4	0.1	0.5	-1.4	0.6	-1.6	-2.7	0.2	0.6

# Complete entries from above. Order of values: NPR1 activator	DAX1 inh-1	GAA850 FXN act	DAX1 inh-2	hcDAF12 agonist	ssDAF-12 act	ADAM10 inh	SMARCA2 activ	sPLA2-III inh	hgDAF-12 ag	GC-B act
# CCNC(=O)N1CCCC(C(=O)c2ccc(OC)c(OC)c2)C1 (centres undefined) reads -2.9	-0.3	-0.2	-0.7	-0.8	-1.1	-18.4	5.9	0.9	0.8	0.8
# CN(C)c1ncnc2c1ccn2C1OC(CO)C(O)C1O (centres undefined) reads 4.2	-1.4	-2.1	-3.3	-2.8	-1.7	-22.8	-3.1	9.3	-7.0	6.7

# Next section:
molecule	NPR1 activator	DAX1 inh-1	GAA850 FXN act	DAX1 inh-2	hcDAF12 agonist	ssDAF-12 act	ADAM10 inh	SMARCA2 activ	sPLA2-III inh	hgDAF-12 ag	GC-B act
CNC(=O)C1(c2ccccc2)CCCCC1	1.5	-0.2	-0.7	-0.5	-0.7	-1.4	3.1	-0.8	3.0	2.5	-3.6
O=C(CSc1nnc(-c2ccccc2Br)o1)Nc1nncs1	1.2	0.1	0.4	0.4	3.5	-1.0	2.3	-3.0	-0.9	2.7	-5.6
Cc1cc(C)c(NC(=S)N(Cc2cccnc2)Cc2ccco2)c(C)c1	-3.1	-1.0	-4.2	-0.9	0.8	-0.5	-2.1	-2.5	3.9	-1.5	5.4
Nc1ccc(C2(c3ccc(N)cc3)C(=O)Nc3ccccc32)cc1	1.7	0.3	1.1	0.1	-0.1	-1.3	-3.9	-1.8	12.2	-2.8	-1.2
CCCCCCCCN1C(=O)[C@@H](CC(=O)NCc2cccs2)C[C@@]2(C(=O)OC)C1=C[C@H](C(C)(C)C)O[C@@H]2C	3.0	/	/	-0.5	1.2	-0.4	6.0	-5.2	-8.0	-0.1	1.3
COC(=O)c1sccc1NC(=O)CSc1ccccc1N	-0.2	4.8*	1.5	0.1	0.0	-0.8	-2.9	-1.7	1.9	-1.0	-0.8
CCOC(=O)N1CCC2(CC1)C(C#N)=C(N)OC1=C2C(=O)CC(C)C1 (centres undefined)	-1.1	-0.9	0.1	1.3	-0.1	-0.9	-11.6	-0.1	4.1	-3.2	3.5
Cc1ccc(-n2c(Cc3cccs3)nnc2SCC(=O)OC(C)C)cc1	-6.0	-0.8	0.4	-1.2	-1.6	-1.6	-1.9	-6.4	-0.9	-1.8	-18.7
COc1ccc(CCNC(=O)c2c(C)nc3ccccn23)cc1OC	-0.2	-0.2	1.2	0.8	-0.8	-2.1	0.6	-0.2	0.1	3.5	-1.3
CCOP(=O)(OCC)C(NC(=O)Nc1ccccc1)C(N)=O (centres undefined)	0.7	-0.8	2.6	0.1	-0.7	-0.7	2.0	-3.2	8.2	0.9	0.1
COc1ccc(NC(C)=O)c([N+](=O)[O-])c1[N+](=O)[O-]	0.5	-0.3	1.7	-0.7	-0.6	-1.4	-1.0	1.7	-6.0	4.4	3.3
CCOc1ccc(C(=O)NCC(=O)OCc2c(C)noc2C)cc1OCC	6.3	1.1	0.4	1.8	-0.7	-2.4	0.3	0.3	-4.2	-0.2	4.3
c1ccc(C2CC(c3cccs3)=NN2c2ccccc2)cc1 (centres undefined)	3.9	1.7	3.4	-0.2	0.3	0.3	i	-2.4	1.8	-0.4	-4.9
